Screening data (PubChem)
iPSC survival up: enhancers of single-cell hiPSC survival, primary screen, ATPlite luminescence | 360,000 tested, 0.044% active | AID 602274, 2012 | survival enhancement, % at 20 µM | 100% = ROCK inhibitor wells, 0% = DMSO; in the data active = survival enhancement above about 18%;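 note: cells exposed to compounds for 16 hours before the ATP read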
HIF-2a inh: HIF-2a reporter inhibitors, primary screen, luminescence, 786-0 RCC cells; 786-0 RCC cells HIF-2a reporter, luciferase luminescence, overnight; inhibition, % at 18.8 µM; 360,000 tested, 0.72% active; AID 624352, 2012;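 active = inhibition of the luminescence signal of 40% or more relative to plate controls, in a single-dose primary screen at 18.75 µM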
CaV13 FRET inh: Disruptors of the CACNA1D IQ motif to Ca2+-dependent inactivation inhibitor domain association, primary screening, Förster resonance energy transfer in intact living …. HEK cells, CFP/YFP FRET ICDI-IQ, plate reader, 10 min; percent FRET-ratio fall versus neutral wells. AID 743397. inhibition, % at 12.3 µM. 340,000 tested, 0.098% active;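 active = mean replicate inhibition of at least 30% and at least 1% of replicates passing that level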;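 note: 0% = median of the neutral control wells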
NR2E3 ag-1: inhibitors of NR2E3-RetCOR corepressor binding, primary screen, NR2E3 agonist project, biochemical, TR-FRET, GST-NR2E3, biotin-RetCOR; AID 2300, 2010; Photoreceptor-specific nuclear receptor (Homo sapiens), Q9Y5X4; 320,000 tested, 0.12% active; 1536-well; inhibition of corepressor binding, % at 4.78 µM;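 active = percent inhibition above the cutoff of mean plus 3 SD of all tested compounds, set per screening campaign, cut at about 20% in these data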;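 note: 0% = DMSO wells and 100% = biotin wells as full block of FRET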
Target sequence (Q9Y5X4 whole entry, looked up): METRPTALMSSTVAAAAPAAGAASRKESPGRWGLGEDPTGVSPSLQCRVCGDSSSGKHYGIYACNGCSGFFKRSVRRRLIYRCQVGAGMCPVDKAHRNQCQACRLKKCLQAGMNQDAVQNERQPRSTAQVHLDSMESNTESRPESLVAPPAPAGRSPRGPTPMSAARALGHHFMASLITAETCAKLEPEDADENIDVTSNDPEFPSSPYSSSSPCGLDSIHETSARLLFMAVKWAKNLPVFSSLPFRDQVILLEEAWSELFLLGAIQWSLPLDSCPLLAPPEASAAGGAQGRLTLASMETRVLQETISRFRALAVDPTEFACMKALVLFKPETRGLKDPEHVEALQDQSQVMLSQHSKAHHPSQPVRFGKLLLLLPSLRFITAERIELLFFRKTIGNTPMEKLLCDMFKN
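system = GST-tagged NR2E3 plus biotinylated RetCOR corepressor | input = 1.35 nM GST-NR2E3 | also added = 7 nM biotin-RetCOR | schedule = 5 h incubation at 4 °C | measured by = TR-FRET with europium anti-GST and streptavidin-D2, 340 nm excitation | read-out = percent loss of FRET ratio relative to control wells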
TRPM1 prom inh: inhibitors of MITF-dependent TRPM1 promoter reporter, primary screen, cell-based, SK-MEL-5, single point, luciferase. 330,000 tested, 0.83% active. SK-MEL-5 TRPM1 promoter luciferase, 24 h. inhibition, % at 12.5 µM;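 active = mean inhibition across replicates of 60% or more, whatever share of single replicates reaches that level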; note: values of inactives mirror those of a sister screen read the other way
NR2E3 ag-2: NR2E3 agonists in two-hybrid cells, primary screen, cell-based, luminescence, CHO-S, Gal4-NCOR/VP16-NR2E3. inhibition of corepressor binding, % at 3.98 µM. AID 602229, 2012. luciferase. Photoreceptor-specific nuclear receptor (Homo sapiens), Q9Y5X4. 360,000 tested, 0.35% active;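 active = inhibition above the mean of all tested compounds plus 3 SD, cut at about 70% in these data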;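 note: 0% = DMSO with NR2E3 transfected cells and 100% = cells lacking NR2E3 construct; higher means lower luciferase signal from less NR2E3 corepressor binding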
aDG glyco up: activators of alpha-DG glycosylation, primary screen, uHTS, Pro5-aDG cells, AlphaScreen; alpha-DG glycosylation AlphaScreen (IIH6); 0% Pro5, 100% B10-LARGE cell signal; activation, % at 10 µM; 360,000 tested, 0.22% active;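 active = activation of at least 8% versus controls, or a plate z-score of at least 8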;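 note: Pro5 are CHO cells carrying HIG-tagged alpha-DG that lacks glycosylation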
Vif inh: HIV Vif self-association inhibitors, primary screen, imaging, HEK293T, single point | HEK293T cells, Vif self-association by quenched fluorescence, 24 h | inhibition, % at 7.49 µM | 340,000 tested, 0.35% active | AID 602346, 2012; in the data active = inhibition above about 50%, passing the limit was not always enough; note: some results filed as inactive read as strong as hits
Peg3 promoter: Peg3 promoter-driven luciferase inhibitors, primary screen, cell-based, HeLa, luciferase luminescence | HeLa PEG-Prom luciferase reporter, overnight | inhibition, % at 20 µM | 360,000 tested, 1.7% active | AID 588405, 2011;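 active = inhibition of at least 50% at 20 µM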
PDI turbidity: inhibitors of human PDI, primary screen, biochemical, turbidity, single point, plate reader. 350,000 tested, 0.052% active. PDI insulin aggregation turbidity, A650, 90 min. inhibition, % at 10 µM;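 active = mean inhibition across replicates of 30% or more, whatever share of single replicates reach that level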;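 note: absorbance from insulin aggregation driven by PDI reduction with DTT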
Target sequence (P07237 whole entry, looked up): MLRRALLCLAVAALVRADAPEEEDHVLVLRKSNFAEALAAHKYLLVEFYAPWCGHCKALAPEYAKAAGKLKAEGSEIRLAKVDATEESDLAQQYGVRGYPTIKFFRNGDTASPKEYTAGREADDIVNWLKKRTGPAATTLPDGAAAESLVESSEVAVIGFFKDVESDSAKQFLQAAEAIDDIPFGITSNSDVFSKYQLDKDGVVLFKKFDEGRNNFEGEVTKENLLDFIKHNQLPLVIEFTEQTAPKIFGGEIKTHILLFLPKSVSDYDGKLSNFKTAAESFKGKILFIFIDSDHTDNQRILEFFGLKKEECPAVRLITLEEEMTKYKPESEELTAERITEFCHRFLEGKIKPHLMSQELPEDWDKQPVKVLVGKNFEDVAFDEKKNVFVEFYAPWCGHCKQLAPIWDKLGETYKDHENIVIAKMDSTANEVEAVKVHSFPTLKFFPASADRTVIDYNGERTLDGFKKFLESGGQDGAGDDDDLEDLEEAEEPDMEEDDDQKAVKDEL
Granule exo inh: LAMP-1 surface exposure blockers, TALL-104 cells – cell-based, flow cytometry, MLPCN library, primary screen | TALL-104 LAMP-1 surface exposure; cells stimulated with thapsigargin and PMA | inhibition, % at 10 µM | 360,000 tested, 0.66% active;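 active = inhibition above about 55%, limit read from the data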
An asterisk follows results filed as active; . = no result given.

SMILES	iPSC survival up	HIF-2a inh	CaV13 FRET inh	NR2E3 ag-1	TRPM1 prom inh	NR2E3 ag-2	aDG glyco up	Vif inh	Peg3 promoter	PDI turbidity	Granule exo inh
CC(=O)c1cccc(NC(=O)C2Cc3c(-c4ccc5c(c4)OCO5)ccnc3O2)c1 (stereo unspecified)	4.5	22	-6	.	.	45	0.1	-29	35	-2	-5
Cc1cc(C)c2nc(C(F)(F)F)nc(N3CC(C)OC(C)C3)c2c1 (stereo unspecified)	-1.3	18	-2	0	4	-40	0.0	.	9	3	2
COc1cc(C(=O)NCc2ccc(-n3cccc3)cc2)cc(OC)c1OC	0.0	10	.	1	14	11	-0.2	-6	18	6	3
ON=C1CCCCCCCC1	3.0	6	-6	.	1	9	-0.1	4	-13	13	15
COc1ccc(/C=N/Nc2nc(=O)[nH]nc2C)cc1OC	0.7	-16	-6	-1	-9	-1	-0.1	3	-44	-3	-8
Cc1cc(C(=O)N/N=C/c2cccc([N+](=O)[O-])c2)c(C)n1-c1ccccc1	-1.5	-140	-5	3	-75	-67	-0.1	-8	-155	1	-1
CC(=O)N1CCCC1(C(=O)O)c1ccccc1 (stereo unspecified)	-0.4	12	-4	-2	5	-16	-0.2	14	10	-2	3
OCCNc1nnc(-c2ccccc2)c(-c2ccccc2)n1	1.9	10	-4	-2	0	-2	0.2	-10	20	-1	-8
Cc1c(CC(=O)NCCC(C)C)c(=O)oc2cc3c(cc12)CCC(C)(C)O3	-0.6	-14	-3	-1	0	-28	0.1	4	7	1	10
O=C(Nc1ccccc1N1CCN(c2ccc(F)cc2)CC1)c1ccccc1	0.5	2	-4	-1	0	-3	-0.1	27	10	5	2
O=c1cc(O)nc(SC23CC4CC(CC(C4)C2)C3)[nH]1	0.5	13	-8	6	20	3	-0.2	7	0	-2	0
CCN(CC)Cc1c[nH]c2c(C(=O)OC)cccc12	2.2	10	-6	2	.	-13	-0.1	5	-7	-6	16
Cc1cccc(N2CCN(C(=O)CCS(=O)(=O)c3ccc4c(c3)oc(=O)n4C)CC2)c1C	0.5	-8	-5	0	-3	21	-0.1	-6	7	-7	1
O=C(NCCc1ccc(Cl)cc1Cl)C1=CC=CN2CCS(=O)(=O)N=C12	-0.4	-6	-6	2	4	32	-0.2	10	4	9	-4
CCC/C(=N\NC(=O)CNC(=O)/C=C/c1ccco1)c1ccccc1	-0.5	20	-10	-3	-9	-4	0.0	-2	14	10	2
C=CCOC(=O)C1=C(C)NC(=O)NC1/C=C/c1ccccc1OC (stereo unspecified)	0.4	16	-2	2	2	-37	0.0	-11	10	-1	11
O=[N+]([O-])c1ncn(C23CC4CC(CC(C4)C2)C3)n1	-0.5	13	-4	2	9	0	0.1	-9	6	-1	-3
COc1ccc(CCNC(=O)Cc2cccs2)cc1OC	0.9	-4	-4	2	-4	21	0.0	6	-6	0	0
CCOC(=O)c1c(NC(=O)COC(=O)c2cccnc2OCC)sc(C(=O)N(CC)CC)c1C	1.3	16	-10	.	34	4	0.7	-21	12	15	-1
Cc1cccc(C)c1NC(=S)N/N=C/c1c(Cl)cccc1Cl	-3.2	10	-5	0	10	-31	-0.1	5	10	8	-1
COc1ccc(CCNC(=O)c2nnn(-c3cccc(C)c3)c2N)cc1OC	1.1	-3	-5	0	5	1	0.0	-2	3	1	0
CC1CC(C)CN(C(=O)c2ccc3c(c2NCCO)C(=O)c2ccccc2C3=O)C1 (stereo unspecified)	2.7	14	.	-5	13	3	-0.7	-6	18	-7	0
O=C(C(O)c1ccc(Br)cc1)N1CCC(Nc2ccc3[nH]ncc3c2)CC1 (stereo unspecified)	111*	25	-9	.	.	14	0.0	5	12	4	9
O=C(O)c1cccnc1-c1ncccc1C(=O)O	-0.9	15	0	-3	-9	-20	0.3	14	5	5	0
CN(C(=O)COC(=O)C1=COCCO1)C1(C#N)CCCCC1	5.8	-9	-6	2	-6	11	-0.1	9	-7	-3	-1

Some of these compounds in order of length of the SMILES, largest number first:
SMILES	iPSC survival up	HIF-2a inh	CaV13 FRET inh	NR2E3 ag-1	TRPM1 prom inh	NR2E3 ag-2	aDG glyco up	Vif inh	Peg3 promoter	PDI turbidity	Granule exo inh
O=C(NCCc1ccc(Cl)cc1Cl)C1=CC=CN2CCS(=O)(=O)N=C12	-0.4	-6	-6	2	4	32	-0.2	10	4	9	-4
O=C(Nc1ccccc1N1CCN(c2ccc(F)cc2)CC1)c1ccccc1	0.5	2	-4	-1	0	-3	-0.1	27	10	5	2
ON=C1CCCCCCCC1	3.0	6	-6	.	1	9	-0.1	4	-13	13	15

(cont.)
SMILES	iPSC survival up	HIF-2a inh	CaV13 FRET inh	NR2E3 ag-1	TRPM1 prom inh	NR2E3 ag-2	aDG glyco up	Vif inh	Peg3 promoter	PDI turbidity	Granule exo inh
Cc1nn(C)c(C)c1NC(=O)c1ccc(Cl)cc1	0.7	5	.	0	12	4	-0.2	.	0	16	0
C=CCn1c(=NC(=O)c2cccs2)sc2cc(NC(C)=O)ccc21	0.7	-150	-5	7	-16	-65	1.1	-18	-102	-1	-1
NC(=O)C1CC(O)CN1c1nc(CN2CCOCC2)nc2scc(-c3ccccc3)c12 (stereo unspecified)	-0.5	1	-6	1	-6	-19	-0.1	-12	5	2	-2
COc1ccccc1NC1=CC(=O)CC(c2ccccc2)C1 (stereo unspecified)	-1.7	19	-5	1	-5	-17	0.1	3	-4	-2	-7
O=C1C2CC=CCC2C(=O)N1Nc1ccccc1 (stereo unspecified)	2.2	4	-5	6	11	17	0.1	3	8	-2	-2
O=C(Nc1ccncc1Cl)c1ccncc1	1.0	7	-9	2	9	5	0.3	-10	-6	-9	17
Clc1cccc(Nc2nc(-c3ccncc3)cs2)c1	-0.8	-111	-5	3	-85	3	1.3	-11	-88	11	6
COc1ccc(-n2nc(C(=O)NCC(=O)NC(C)C)c3ccccc3c2=O)c(OC)c1	-0.4	9	-3	0	-1	-23	0.0	-12	9	-6	1
Cc1ccc(C(=O)N/C(=C\c2ccc(Cl)cc2)C(=O)NCC2CCCO2)cc1 (stereo unspecified)	2.7	23	6	-2	9	-5	0.1	-51	29	13	2
Cn1c(=O)[nH]c(=O)c2c1nc(N1CCCCC1)n2CC(O)COc1ccc([N+](=O)[O-])cc1 (stereo unspecified)	-0.2	19	-3	-2	1	-4	-0.1	-2	8	-29	26
c1ccc(C2=Nn3c(nnc3-c3ccco3)SC2)cc1	1.1	10	-5	-1	-5	-19	0.4	9	2	0	6
Cc1ccc(C(=O)OCC(=O)Nc2ccccc2N2CCOCC2)cc1	1.0	10	.	-3	-12	1	-0.2	-10	13	4	-1
COc1cc(C(=O)Nc2ccc(OCC(=O)O)cc2)cc(OC)c1OC	3.0	12	-5	3	14	14	0.6	0	-5	-2	0
COc1ccc(C(CNC(=O)c2cccc(S(=O)(=O)Nc3ccccc3OC)c2)N2CCOCC2)cc1 (stereo unspecified)	0.5	3	-6	4	1	2	0.4	-4	19	2	-6
Cc1cc(C)c(S(=O)(=O)c2ccccc2C(=O)O)c(C)c1	-0.4	6	-6	2	-12	-20	-0.1	0	17	21	0
CC(C)CNC(=O)CSc1nnc(-c2ccc(Cl)cc2)n1N	3.1	17	-7	0	19	-3	-0.1	2	3	-4	-2
COC(=O)C1=C(C)Nc2c(c(=O)n(C)c(=O)n2C)C1c1cccc(O)c1 (stereo unspecified)	1.0	9	-6	-1	-8	12	0.4	-4	4	0	2
COc1ccc(C(=O)CCC(=O)Nc2cccnc2)c(OC)c1	0.0	15	-2	4	1	-11	0.1	0	6	7	-13
COc1ccc(N2C(=O)NC3CC2(C)Oc2ccccc23)cc1 (stereo unspecified)	-0.2	21	-15	-7	-14	-9	0.0	-2	-1	2	7
Nc1nc(-c2ccccc2)cn1N	1.2	-46	.	0	-23	-64	-0.2	-2	-39	-4	-2
CC1CC(C)CN(CCCNC(=O)CCC(=O)N2CC(C)Oc3ccccc32)C1 (stereo unspecified)	-2.0	7	38*	1	5	7	0.4	1	-1	.	-1
COc1ccccc1NC(=O)CSc1nncn1-c1ccccc1	-0.3	13	0	1	-5	-11	0.1	-4	9	-8	-2
O=C(Nc1cc(S(=O)(=O)N2CCOCC2)ccc1N1CCOCC1)c1cccc(S(=O)(=O)N2CCCCC2)c1	0.0	10	4	2	2	-38	-0.1	1	20	0	-3
CC(Sc1ccccc1)C(=O)N/N=C/c1ccccc1 (stereo unspecified)	0.8	-1	-8	3	2	9	-0.1	5	-2	2	8
CC(=O)c1cccc(S(=O)(=O)NCCC(=O)O)c1	-0.3	14	3	-1	1	12	0.0	6	12	-5	-4

Full records as entered above:
C=CCn1c(=NC(=O)c2cccs2)sc2cc(NC(C)=O)ccc21 is listed with iPSC survival up = 0.7; HIF-2a inh = -150; CaV13 FRET inh = -5; NR2E3 ag-1 = 7; TRPM1 prom inh = -16; NR2E3 ag-2 = -65; aDG glyco up = 1.1; Vif inh = -18; Peg3 promoter = -102; PDI turbidity = -1; Granule exo inh = -1
CC(=O)c1cccc(S(=O)(=O)NCCC(=O)O)c1 is listed with iPSC survival up = -0.3; HIF-2a inh = 14; CaV13 FRET inh = 3; NR2E3 ag-1 = -1; TRPM1 prom inh = 1; NR2E3 ag-2 = 12; aDG glyco up = 0.0; Vif inh = 6; Peg3 promoter = 12; PDI turbidity = -5; Granule exo inh = -4

Results in PDI turbidity, for some of the entries so far:
smiles,PDI turbidity
CC(=O)c1cccc(NC(=O)C2Cc3c(-c4ccc5c(c4)OCO5)ccnc3O2)c1 (stereo unspecified),-2
C=CCn1c(=NC(=O)c2cccs2)sc2cc(NC(C)=O)ccc21,-1
COc1ccc(C(CNC(=O)c2cccc(S(=O)(=O)Nc3ccccc3OC)c2)N2CCOCC2)cc1 (stereo unspecified),2
O=C(NCCc1ccc(Cl)cc1Cl)C1=CC=CN2CCS(=O)(=O)N=C12,9
COC(=O)C1=C(C)Nc2c(c(=O)n(C)c(=O)n2C)C1c1cccc(O)c1 (stereo unspecified),0
Cc1ccc(C(=O)OCC(=O)Nc2ccccc2N2CCOCC2)cc1,4
CC(C)CNC(=O)CSc1nnc(-c2ccc(Cl)cc2)n1N,-4
